Source: PubChem BioAssay (National Center for Advancing Translational Sciences (NCATS))
KB-3-1 cytotox – KB-3-1 parental cell cytotoxicity; AID 1347075; Potency, µM (highest dose often 46.1 µM), for the others: at the highest dose activity change, negative = cytotoxic, most hits filed as cytotoxic; KB-3-1 viability, CellTiter-Glo ATP luminescence, 72 h; hit rate 1.4% among 400,000; also: potency is read from the fitted curve at half-maximal effect; % is scaled to controls: 0 for no effect and ±100 for the full control effect; nearly all actives have a fitted effect of over 60% in size
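Multi-concentration cytotoxicity screen in KB-3-1 cells grown in DMEM lacking phenol red with 10% FBS. After 72 h at 37 °C with compound, ATP-dependent luminescence was recorded.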
ATXN2 expr inh – reduces ATXN2 reporter expression in HEK-293 cells; Potency, µM (doses to about 57 µM), without a hit: at the highest dose activity change, negative = inhibition, usual class: inhibitors; hit rate 0.72% among 360,000; HEK-293 ATXN2-luciferase reporter, luminescence, 24 h; also: potency is read from the fitted curve at half-maximal effect; % is scaled to controls: 0 for no effect and ±100 for the full control effect; nearly all actives have a fitted effect of over 55% in size
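qHTS (up to 57 uM final) was run with 24 h compound exposure of reporter cells at 37 °C. Each well was multiplexed: SteadyGlo luminescence measured ATXN2-luciferase expression after a fluorogenic Gly-Phe-AFC viability readout (25 uM final).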
HT1080 IDH1KD tx – HT-1080 IDH1 knockdown cell toxicity (counter line) | hit rate 2% among 360,000 | HT-1080 IDH1 knockdown viability, ATP luminescence, 48 h | AID 686971 | Potency, µM (series often up to 46.1 µM), for inactives: top-dose activity, negative = toxicity, usual class: cytotoxic;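 also: potency is read from the fitted curve at half-maximal effect; 0% = DMSO wells and -100% = cell-free medium wells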
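CellTiter-Glo luminescence after 48 h compound exposure at 37 degrees C of IDH1-knockdown HT-1080 cells in 5% FBS RPMI. %Activity scaled between DMSO wells and cell-free media wells, with curves fitted and assigned curve classes.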
IL1B secr inh – inhibitors of inflammasome signaling (IL-1 beta secretion); THP-1 LPS/ATP IL-1B secretion, AlphaLISA, 16 h; active compounds read low; activity change, % at 57.5 µM; hit rate 4.7% among 360,000; in the data active = activity change below about -50%; inconclusive = mostly about -30% to -49%; also: % is scaled to controls: 0 for no effect and ±100 for the full control effect
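Secreted IL-1B measured by AlphaLISA bead assay after 16 h compound exposure of THP-1 cells; compounds (final up to 57.5 uM) added 1 h before LPS (250 ng/mL) and ATP (1.25 mM) stimulation; lower signal means less secretion.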
HepG2 tox – counter-screen for TGF-b inhibitors: cytotoxicity in HepG2 cells | HepG2 CAGA-GFP viability, ATP luminescence, 18 h | Potency, µM (highest dose often 46.1 µM), without a hit: at the highest dose activity change, negative = cytotoxicity, most hits filed as cytotoxic | hit rate 0.76% among 410,000; also: potency is read from the fitted curve at half-maximal effect; some results filed as inactive show a strong effect at the top dose
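CellTiter-Glo luminescence gave cytotoxicity after 18 hours at 37 degrees C. The cells were HepG2 CAGA-GFP in 1% FBS DMEM, stimulated with 500 pg/mL TGF-beta after compound addition. %Activity was normalised to no-cell wells (complete cell-killing) and DMSO (no toxicity), and curves were fitted and classified.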
MCF10A rereplic – induces DNA re-replication in MCF 10a normal breast cells; MCF 10A DNA re-replication, Hoechst nuclear intensity, 48 h; Potency, µM (top dose mostly 46.1 µM), without a hit: at the highest dose activity, positive = re-replication, most hits filed as activators; hit rate 2.9% among 350,000; AID 624296; also: potency is read from the fitted curve at half-maximal effect; % of control where 0% means no effect; nearly all actives have a fitted effect of over 50% in size
ATXN viability – cell viability loss in ATXN counter-screen | S2 cells (HEK-293 line with an ATXN2-luciferase reporter) viability, CellTiter-Fluor protease fluorescence, 24 h | Potency, µM (series often up to 56.7 µM), actives largely listed as cytotoxic | hit rate 0.49% among 400,000; also: potency is read from the fitted curve at half-maximal effect; nearly all actives have a fitted effect of over 40% in size
HT1080NT lethal – kills 2HG-producing HT-1080-NT fibrosarcoma cells; hit rate 1.6% among 360,000; Potency, µM (top dose mostly 46.1 µM), for inactives: at the top dose activity, negative = less viability, most hits filed as cytotoxic; HT-1080-NT fibrosarcoma viability, CellTiter-Glo ATP luminescence, 48 h;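 also: NT is the 2HG producing partner of a matched IDH1 knockdown line; potency is read from the fitted curve at half-maximal effect; 0% = DMSO-treated cells and -100% = media-only wells without cells; nearly all actives have a fitted effect of over 55% in size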
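750 cells/well, RPMI + 5% FBS; 2 h settle, compound pin-transfer, 48 h at 37 degrees C. CellTiter-Glo 10 min RT, luminescence. Normalized to DMSO and media-only wells.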
SW480 rereplic – inducers of DNA re-replication in SW480 colon cancer cells; hit rate 1.8% among 340,000; SW480 DNA re-replication, Hoechst DNA content imaging, 48 h; Potency, µM (doses to about 46.1 µM), for the others: top-dose re-replication activation, most hits filed as activators; also: potency is read from the fitted curve at half-maximal effect; % of control where 0% means no effect; nearly all actives have a fitted effect of over 55% in size
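Per well, 250 cells were exposed to pinned compound for 48 hr. Nuclear DNA was visualised with Hoechst (40 min, 37 C) and total object intensity recorded by fluorescence scanning.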
Numbers without * were called inactive; i = inactive; ? = inconclusive; / = no result given; & = joins results of further samples; [ ] = dose if it differs, or a comment. Unless noted, calls follow the shape of the dose curve; as a rule, active = well fitted curve in the direction sought with a large enough effect; inconclusive = small, poorly fitted or top-dose-only effect, or another doubt; inactive = no such curve, though single readings can be large; an effect the other way counts as inactive or inconclusive.

SMILES	KB-3-1 cytotox	ATXN2 expr inh	HT1080 IDH1KD tx	IL1B secr inh	HepG2 tox	MCF10A rereplic	ATXN viability	HT1080NT lethal	SW480 rereplic
CCCn1c(SCC(=O)NC2CC2)nnc1-c1ccccn1	2.0%	-14.6%	4.8%	-5.7	-8.0%	-2.2%	i	11.6%	-20.2%
CCSC1=NC(=O)/C(=C2/C=Cc3ccccc3N2CC)S1	0.0%	12.1%	9.7%	-3.5	-50.9%	20.7%	?	10.6%	-6.7%
C/C(=N\NC(=O)c1ccc(-c2ccccc2)cc1)c1cccc(N)c1	-5.9%	-21.5%	-13.1%	0.0	-19.6%	?	i	-16.9%	-1.2%
CC[C@@H](NC(=O)Cn1cc(C)c(=O)[nH]c1=O)c1ccccc1	2.8%	1.7%	1.1%	-3.8	-8.8%	-2.5%	i	3.1%	-9.6%
NCCCCCc1nnc(SCC(N)=O)o1	-0.1%	-18.1%	27.9%	5.5	9.6%	?	i	-3.7%	3.3%
O=S(=O)(Nc1ccc(-c2ccc(N3CCOCC3)nn2)cc1)c1cc(Cl)ccc1Cl	2.0%	15.8%	-0.5%	15.8	3.3%	20.6%	i	-4.0%	-56.8%[inhibitor]
Cc1cc(C)cc(NC(=O)C2CCCN2S(=O)(=O)c2ccc3c(c2)CCCC(=O)N3)c1 (stereo unspecified)	-5.6%	-12.4%	/	/	-27.4%	/	i	/	/
COC(=O)Cc1ccc(NC(=S)NCc2ccccc2OC)cc1	-3.0%	-5.1%	16.1%	9.8	-21.1%	-4.7%	i	14.9%	-10.5%
Cc1ccc(C23CCC(=O)N2C(C(=O)O)CS3)c(C)c1 (stereo unspecified)	6.6%	-3.2%	-0.2%	17.4	-3.9%	-0.3%	i	0.0%	-9.3%
Oc1c(C(c2ccc(F)cc2)N2CCN(Cc3ccccc3)CC2)sc2nc(-c3ccco3)nn12 (stereo unspecified)	7.3%	-3.4%	/	/	-58.8%	/	i	/	/
CCCCN(C(=O)c1cccc(S(=O)(=O)N(CC)c2ccccc2)c1)c1c(N)n(CC(C)C)c(=O)[nH]c1=O	-2.8%	-12.4%	-1.7%	0.0	8.3%	2.6%	i	-3.8%	-36.3%[inhibitor]
Cc1ccsc1C(=O)Nc1ccccc1N1CCOCC1	1.4%	-7.2%	-4.9%	-0.3	4.4%	17.3%	?	0.2%	-2.6%
CC(C)CNC(=O)COC(=O)c1cccc(S(=O)(=O)NCC(F)(F)F)c1	2.2%	5.6%	6.6%	8.0	8.2%	-10.3%	i	21.7%	1.9%
Cc1cc(C)c2c(N)c(C(=O)NN3CC(=O)N(c4ccccc4F)CC3=O)sc2n1	6.6%	4.4%	-4.2%	3.3	-1.7%	2.4%	i	-8.4%	-2.1%[9.22 µM]
C[C@@H]1CN([C@@H](C)CO)C(=O)CCCn2nncc2CO[C@@H]1CN(C)S(=O)(=O)c1ccccc1	2.4%	9.0%	-2.2%	20.5	6.6%	/	i	-6.5%	/
CCCCOc1ccc(C(=O)N2CCN(c3ccc(N4CCOCC4)nn3)CC2)cc1	-29.2%	?	-10.5%	-8.6	15.6%	11.7%	i	-5.3%	30.6%
CCOC(=O)c1ccccc1NC(=O)Cn1nnc2sc3c(c2c1=O)CCCC3	-2.7%	-0.6%	/	/	0.7%	/	i	/	/
CCn1cc(CNC(=O)c2cc(-c3ccc(C)cc3)nc3ccc(Br)cc23)c(C)n1	-5.3%	11.4%	/	/	-21.5%	/	i	/	/
CCC(C(=O)Nc1ccsc1C(=O)OC)c1ccccc1 (stereo unspecified)	-3.2%	-5.0%	-10.3%	3.8	-16.6%	-4.9%	i	-7.6%	3.0%
COC1(c2ccccc2)NC(=S)NN=C1c1ccccc1 (stereo unspecified)	9.0%	-3.4%	-18.8%	10.0	-0.9%	?	i	-6.2%	1.3%
COc1ccc(CN2CCOCC2)cc1OC	8.9%	-2.8%	11.7%	19.6	1.7%	0.8%	i	19.5%	-2.1%
CCCCCC(=O)Nc1c(-c2cccs2)c(=O)c2ccccc2n1C	0.9%	-7.3%	2.8%	1.2	-7.4%	-4.7%	i	3.7%	1.8%
Cc1ccc2nc(N(CCCN(C)C)C(=O)c3cc4ccccc4oc3=O)sc2c1	27.5%	-7.8%	-2.7%	-51.3*	-26.9%	16.2%	i	-2.5%	-0.7%
COc1ccc(C(=O)NC(Nc2ccccc2)C(Cl)(Cl)Cl)cc1 (stereo unspecified)	?	-17.2%	-17.9%	-5.4	1.3%	?	i	-6.1%	2.5%
Cc1c(/N=C/c2ccco2)n(Cc2ccccc2)c2ccccc12	1.2%	-6.9%	2.7%	30.0	-5.5%	-187.6%[0.0737 µM]	i	0.1%	-17.8%
(more compounds)
SMILES	KB-3-1 cytotox	ATXN2 expr inh	HT1080 IDH1KD tx	IL1B secr inh	HepG2 tox	MCF10A rereplic	ATXN viability	HT1080NT lethal	SW480 rereplic
COc1cc(C2CC(=O)C3=C(C2)Nc2ncnn2C3c2cccs2)cc(OC)c1OC (stereo unspecified)	-3.2%	16.0%	-15.1%	23.3	-25.7%	5.5%	i	?	-19.6%
CCc1cccc(NC(=O)C2CCCN(c3ncnc4onc(-c5ccc(F)cc5)c34)C2)c1 (stereo unspecified)	2.9%	-18.1%	/	/	0.8%	/	?	/	/
O=C(COc1ccccc1)N/N=C/c1ccc(O[C@@H]2O[C@H](CO)[C@@H](O)[C@H](O)[C@H]2O)cc1	3.0%	0.6%	-10.7%	2.6	14.3%	-8.1%	?	-0.5%	-4.6%
COc1ccc(C(CC(=O)N2CCOCC2)C(C)C)cc1 (stereo unspecified)	-4.2%	1.2%	13.0%	10.2	4.6%	0.6%	i	12.0%	-5.7%
O=C(O)C1CC=CCC1C(=O)NCc1ccc2c(c1)OCO2 (stereo unspecified)	3.5%	1.7%	-0.9%	4.9	0.7%	-1.1%	i	10.9%	-13.4%
Cc1ccc(NCC(=O)N/N=C/c2cc3ccccc3nc2Cl)cc1	12.5%	31.5%	-22.6%	-21.0	-41.8%	?	i	?	-5.3%
COc1ccc(CCNC(=O)COC(=O)c2ccc(OC)cc2OC)cc1	3.4%	-4.0%	-0.9%	19.1	-37.3%	0.0%	i	-3.6%	-4.5%
Cc1ccc(F)cc1N=Cc1c(O)c2ccccc2oc1=O	?	-15.3%	2.8%	17.7	-3.8%	15.1%	i	5.2%	-28.8%
CCSc1nnc2ccc(-c3ccco3)nn12	-0.6%	2.7%	11.1%	1.0	4.8%	-0.3%	i	4.0%	2.5%
Cc1nc2ccc(C(=O)Nc3ccc4nc[nH]c4c3)cc2[nH]1	15.2%	-2.4%	11.3%	13.2	2.9%	4.8%	i	17.0%	-4.0%
COC(=O)[C@@H](c1ccccc1)N(C)S(=O)(=O)c1cccc(S(=O)(=O)N(C)[C@@H](C(=O)OC)c2ccccc2)c1	-4.6%	-12.9%	-3.0%	-10.6	-12.6%	?	i	-6.0%	7.0%
CCc1nnc(NC(=O)c2cccnc2)s1	13.4%	4.5%	15.5%	0.0	-13.3%	-1.6%	i	17.1%	-6.0%
CCOP(=O)(Nc1ccc2oc(=O)c3ccccc3c2c1)OCC	-3.1%	/	-4.8%	-1.4	-19.1%	-9.7%	i	-0.1%	-20.0%
Cc1cccc(-n2c(O)c(C=Nc3cccc(O)c3)c3ccccc3c2=O)n1	6.4%	-11.7%	-3.1%	-14.0	-0.5%	17.4%	?	-6.1%	?
CC(NC(=O)CC1Nc2ccccc2NC1=O)c1ccccc1 (stereo unspecified)	-8.1%	-8.2%	1.0%	7.9	-1.9%	-4.1%	i	0.1%	-2.3%
CCCCNC(=O)NNc1nc(Cl)cc(C)c1C#N	-15.8%	-25.1%	0.5%	2.8	-11.8%	-18.2%	/	-20.3%	-12.3%
COCCNc1cc(NCCOC)c([N+](=O)[O-])cc1[N+](=O)[O-]	-0.6%	/	2.2%	0.0	7.0%	8.1%	i	-1.4%	-3.8%
CCOC(=O)Cc1nnc(NC(=O)C23CC4CC(CC(C4)C2)C3)s1	7.2%	22.6%	1.4%	13.3	-2.2%	22.0%	i	7.0%	4.3%
CSc1ccc(CCNS(=O)(=O)c2ccc3c(c2)C(C)(C)C(=O)N3C)cc1	0.0%&1.4%	1.0%	1.8%	-0.4	15.3%&-6.2%	1.8%	i	-8.4%	0.7%

Five neighbouring compounds from above, for reference:
SMILES	KB-3-1 cytotox	ATXN2 expr inh	HT1080 IDH1KD tx	IL1B secr inh	HepG2 tox	MCF10A rereplic	ATXN viability	HT1080NT lethal	SW480 rereplic
Cc1ccc(NCC(=O)N/N=C/c2cc3ccccc3nc2Cl)cc1	12.5%	31.5%	-22.6%	-21.0	-41.8%	?	i	?	-5.3%
COc1ccc(CCNC(=O)COC(=O)c2ccc(OC)cc2OC)cc1	3.4%	-4.0%	-0.9%	19.1	-37.3%	0.0%	i	-3.6%	-4.5%
Cc1ccc(F)cc1N=Cc1c(O)c2ccccc2oc1=O	?	-15.3%	2.8%	17.7	-3.8%	15.1%	i	5.2%	-28.8%
CCSc1nnc2ccc(-c3ccco3)nn12	-0.6%	2.7%	11.1%	1.0	4.8%	-0.3%	i	4.0%	2.5%
Cc1nc2ccc(C(=O)Nc3ccc4nc[nH]c4c3)cc2[nH]1	15.2%	-2.4%	11.3%	13.2	2.9%	4.8%	i	17.0%	-4.0%
